# From PubChem BioAssay
# TRHR enhancer: allosterically enhances the human TRH receptor; P34981; TRHR cells, fluo-8 calcium fluorescence, EC20 TRH enhancement; enhancement, % at 2 µM; 0.66% of 360,000 active; AID 493056; in the data active means enhancement above about 30%; further: 0% is about no effect
# Target sequence (P34981 whole entry, looked up): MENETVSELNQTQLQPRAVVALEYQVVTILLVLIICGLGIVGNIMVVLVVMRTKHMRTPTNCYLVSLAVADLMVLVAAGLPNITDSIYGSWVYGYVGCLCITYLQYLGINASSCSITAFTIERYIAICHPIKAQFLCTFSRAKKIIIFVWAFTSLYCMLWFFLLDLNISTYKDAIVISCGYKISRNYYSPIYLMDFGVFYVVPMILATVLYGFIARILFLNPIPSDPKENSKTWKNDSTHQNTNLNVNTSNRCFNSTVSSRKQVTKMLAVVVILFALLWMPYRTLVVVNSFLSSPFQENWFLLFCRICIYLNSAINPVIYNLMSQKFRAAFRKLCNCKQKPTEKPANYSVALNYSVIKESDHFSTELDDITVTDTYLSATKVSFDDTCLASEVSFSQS
#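 Enhancer read-out: after compound pinning and an initial kinetic agonist-mode read, an EC20 of TRH (10 nM final) was injected and fluo-8 calcium signal (Ex 480/Em 530) followed at 1 s/cycle for 100 cycles in TRHR-expressing cells.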
# TrxR1 inh: inhibitors of rat thioredoxin reductase 1; O89049; recombinant rTrxR1, NADPH fluorescence consumption, selenite substrate; Potency, µM (top dose mostly 114 µM), without a hit: top-dose activity change, negative = inhibition, actives largely listed as inhibitors; 1% of 390,000 active; further: potency means the concentration at half of the fitted maximal effect; on the % scale 0 is the no-effect control and ±100 the full control effect; nearly all actives have a fitted effect of over 65% in size
#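 Rat TrxR1 (90 nM in the dispensed reagent) was pre-reduced with 400 uM NADPH for 5 min at room temperature, then incubated with compound for 15 min. After 400 uM selenite was added, NADPH fluorescence (Ex 340/Em 450 nm) was followed for 8 min.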
# TRHR ag: activates the human TRH receptor | TRHR cells, calcium flux fluo-8, FDSS agonist mode | activation, % at 2 µM | P34981 | 0.18% of 360,000 active | AID 493084; in the data active means activation above about 30%; further: 0% is about no effect
#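 In this calcium-flux screen, cells bearing human TRHR are dye-loaded with fluo-8, baselined for 10 cycles, then exposed to library compounds; positive kinetic calcium responses during the agonist phase mark hits, with TRH as control.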
# TrxR1 substrate: substrates of rat thioredoxin reductase 1 | O89049 | purified TrxR1 substrate turnover, NADPH consumption readout | Potency, µM (series often up to 114 µM), for the others: top-dose activity change, negative = substrate turnover | 0.01% of 390,000 active | AID 588456; further: potency means the concentration at half of the fitted maximal effect; on the % scale 0 is the no-effect control and ±100 the full control effect; nearly all actives have a fitted effect of over 50% in size
#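 Rat TrxR1, dispensed at 90 nM, was prereduced with 400 uM NADPH (final) for 5 min at ~22 deg C, then incubated with compound 15 min before 400 uM selenite. A first-read NADPH fluorescence drop versus no-compound background flagged substrates.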
# PI4K2A block: PI4K2A (human) kinase inhibition | Q9BTU6 | purified PI4K2A, ADP-Glo luminescence, 1 h; hits give low values | activity change, negative = inhibition, % at 76.9 µM | 0.13% of 420,000 active; in the data active means activity change below about -50%; inconclusive means mostly about -30% to -49%;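 further: -100% = wells without enzyme as full effect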
#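 Compounds are screened against recombinant PI4K2A using PI as substrate and ATP, the latter dispensed at 300 microM. Reactions run one hour at ambient temperature before ADP-Glo detection; full inhibition defined by wells lacking enzyme.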
# mIDH1 inhibitor: blocks human mutant IDH1 R132H enzyme; O75874; IDH1-R132H enzyme, NADPH consumption, diaphorase/resazurin fluorescence; Potency, µM (series often up to 76.6 µM), for inactives: at the highest dose activity change, negative = inhibition, most hits filed as inhibitors; 0.093% of 390,000 active; AID 602179; further: potency means the concentration at half of the fitted maximal effect; on the % scale 0 is the no-effect control and ±100 the full control effect; nearly all actives have a fitted effect of over 65% in size
#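 IDH1-R132H (0.5 ug/mL) preincubated 30 min with compound, then NADPH (0.016 mM) and alpha-KG (2 mM) added; 80 min at RT, pH 7.5. Remaining NADPH coupled via diaphorase/resazurin to fluorescence (540/590 nm); concentration-response curves normalized to no-enzyme control.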
# USP1-UAF1 inh: inhibitors of human USP1/UAF1 deubiquitinase; 0.23% of 390,000 active; AID 743255; Potency, µM (titrated, usually from 57.1 µM), for the others: top-dose activity change, negative = inhibition, most hits filed as inhibitors; O94782; recombinant USP1/UAF1, Ub-Rhodamine cleavage fluorescence; further: potency means the concentration at half of the fitted maximal effect; on the % scale 0 is the no-effect control and ±100 the full control effect; nearly all actives have a fitted effect of over 60% in size; inactives centre near -12
#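 High-throughput fluorogenic screen: 1nM USP1/UAF1 complex, Ub-Rho substrate 150nM final, 50mM HEPES pH 7.8 with 0.5mM EDTA, 0.1 mg/ml BSA, 1mM TCEP and 0.01% Tween-20.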
# D2 antag: D2 dopamine receptor (human) antagonism | P14416 | inhibition, % at 10 µM | AID 485344 | HEK293 TREx D2 cells, calcium flux, dopamine EC80 | 2% of 340,000 active; in the data active means inhibition above about 30%; further: 0% is about no effect
# Target sequence (P14416 whole entry, looked up): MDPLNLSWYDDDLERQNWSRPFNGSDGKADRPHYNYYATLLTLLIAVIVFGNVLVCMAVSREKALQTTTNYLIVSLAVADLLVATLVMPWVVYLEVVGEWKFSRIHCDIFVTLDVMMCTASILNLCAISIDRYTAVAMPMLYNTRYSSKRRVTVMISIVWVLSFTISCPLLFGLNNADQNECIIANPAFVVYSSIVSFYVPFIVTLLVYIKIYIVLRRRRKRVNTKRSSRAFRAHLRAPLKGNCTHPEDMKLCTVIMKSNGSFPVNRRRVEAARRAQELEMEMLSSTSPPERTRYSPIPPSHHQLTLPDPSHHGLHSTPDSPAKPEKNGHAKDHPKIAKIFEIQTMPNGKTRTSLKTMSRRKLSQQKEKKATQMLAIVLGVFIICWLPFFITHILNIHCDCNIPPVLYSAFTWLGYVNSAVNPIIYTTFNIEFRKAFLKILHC
#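 Dopamine at EC80 is the agonist stimulus; test compounds precede it by 180 s. Calcium flux read kinetically in a force-coupled, inducible HEK293 T-REx D2 cell line.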
# D2 agonist: D2 dopamine receptor (human) agonism; P14416; activation, % at 2 µM; 0.53% of 340,000 active; HEK293 T-REx D2 cells, calcium flux agonist mode;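 active means activation over 3 SD above normal in the single-dose calcium agonist read, cut at about 30% in these data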; further: 0% is about no effect
#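 Tetracycline-induced HEK293 Trex cells with D2 receptor force-coupled to calcium signaling, plated overnight at 30 C and loaded with no-wash calcium dye. Calcium flux read kinetically for 180 s after compound addition; responses flag agonists.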
# Active calls of the source: *; u = inconclusive; x = no result given; [ ] = another dose, or the depositor's remark. Unless noted, the call rests on the fitted dose curve; in most records, active means well fitted inhibition curve with a large enough effect; inconclusive means small, poorly fitted or top-dose-only effect; inactive means no such curve, though single readings can be large or run the other way.
# Order of results – TRHR enhancer	TrxR1 inh	TRHR ag	TrxR1 substrate	PI4K2A block	mIDH1 inhibitor	USP1-UAF1 inh	D2 antag	D2 agonist
COc1ccc(NC(=O)COC(=O)c2ccc(OCc3ccc(Cl)cc3Cl)c(OC)c2)c(OC)c1
 : 3	10%	0.6	-2%	-3	-1%	-19%	-3	-1.0
COCCn1c(C)cc(C(=O)CSc2nnc(-c3cccnc3)n2-c2ccccc2F)c1C
 : 1	-11%	0.5	-3%	-17	-1%	-5%	-4	-0.7
CC(C)CNC(=O)C(=O)NC1CCCC1
 : x	16%[57.1 µM]	x	7%[57.1 µM]	3	13%	-17%	x	x
O=C(NC1CC1)C1=C[C@H](c2csc3ccccc23)C[C@H](OCc2ccc(CO)cc2)O1
 : 5	23%	0.4	7%	1	-1%	u	-1	-0.1
O=C(Nc1cccc2ccccc12)c1nn(C23CC4CC(CC(C4)C2)C3)cc1[N+](=O)[O-]
 : -5	10%	-0.4	-1%	2	-4%	-1%	14	-0.7
COC(=O)Cc1c(C(=O)OC)nnn1-c1cccc(C(F)(F)F)c1
 : -1	19%[57.1 µM]	-0.3	9%[57.1 µM]	-3	11%	-4%	-3	0.1
O=C(Cn1nc(-c2ccccc2)oc1=O)OCC(=O)c1ccccc1
 : x	14%	x	1%[57.1 µM]	-1	0%	-1%	x	x
O=C(Cc1ccc([N+](=O)[O-])cc1)OCc1ccc([N+](=O)[O-])cc1
 : -8	-2%[57.1 µM]	-1.1	-2%[57.1 µM]	-1	1%	-5%	-1	-2.3
Cc1ccc(N=Nc2c(C)[nH]n(C(N)=S)c2=O)cc1C
 : -2	-17%[11.4 µM]	-0.3	0%[11.4 µM]	6	2%	-22%	x	x
COCCCNC(=O)c1cc(Sc2nnc(C)s2)nc2ccccc12
 : 0	-2%	0.4	1%	-2	-10%	3%	5	0.0
CNC(=O)C1CC(=O)N(c2ccc(OCC(=O)Nc3ccc(F)cc3)cc2)C1 (centres undefined)
 : x	8%	x	-3%	-4	31%[activator]	-22%	x	x
O=C(COc1ccccc1Cl)N1CCc2ccccc21
 : 18	17%	0.0	-1%	-1	5%	-9%	-11	-1.6
COc1cc(C2c3c(oc4ccc(F)cc4c3=O)C(=O)N2Cc2ccc3c(c2)OCO3)ccc1O (centres undefined)
 : 0	26%	-0.3	7%	-3	-7%	-5%	x	-0.3
O=C(Nc1nc(-c2ccc(Cl)cc2)cs1)NC1CCCCC1
 : -4	-9%	0.5	-4%	-2	2%	-2%	-13	0.3
O=[N+]([O-])c1cn(-c2nc(-c3ccco3)cc(C(F)(F)F)n2)cn1
 : -3	12%	0.7	1%	-4	-3%	-15%	-9	-0.4

# 2 of the compounds above, tab-delimited.
Molecule	TRHR enhancer	TrxR1 inh	TRHR ag	TrxR1 substrate	PI4K2A block	mIDH1 inhibitor	USP1-UAF1 inh	D2 antag	D2 agonist
COCCCNC(=O)c1cc(Sc2nnc(C)s2)nc2ccccc12	0	-2%	0.4	1%	-2	-10%	3%	5	0.0
O=C(NC1CC1)C1=C[C@H](c2csc3ccccc23)C[C@H](OCc2ccc(CO)cc2)O1	5	23%	0.4	7%	1	-1%	u	-1	-0.1

# New compounds follow
# Order of results – TRHR enhancer	TrxR1 inh	TRHR ag	TrxR1 substrate	PI4K2A block	mIDH1 inhibitor	USP1-UAF1 inh	D2 antag	D2 agonist
COc1ccc(C(C#N)N2CCC(c3ccccc3)=N2)cc1 (centres undefined)
 : 1	16µM*	1.0	8%[57.1 µM]	3	9%	-13%	-31	0.0
COc1ccc2nc(C)cc(N/N=C/c3ccc(F)cc3)c2c1
 : -3	5%	-0.3	-1%	6	-9%	-16%	x	x
Cc1cc(=O)nc2c3ccccc3n(CC(=O)NC3CCCCC3)n12
 : 2	14%	-0.1	-3%	-1	2%	-8%	-49	0.3
CCc1ccc(NC(=O)C(CC)n2nnc(C(=O)OC)c2C(=O)OC)cc1 (centres undefined)
 : 7	1%	0.2	-5%	0	-14%	-6%	x	-0.9
Cc1cc(N2CCN(c3ccccc3)CC2)nc(-c2ccccc2)n1
 : -5	-5%	0.6	-8%	-13	7%	u	-4	1.6
CC(=O)c1cccc(NC(=O)C2CCCN(S(=O)(=O)c3cccc4cccnc34)C2)c1 (centres undefined)
 : -5	12%[57.1 µM]	0.0	-6%	1	-12%	-9%	-14	-0.5
Cc1ccc2[nH]c(O)c(N=Nc3ccccc3C)c2c1
 : -3	u	3.1	8%	5	6%	u	6	2.9
COC(=O)C1C2C=CC(C3CC23)C1C(=O)OCC(=O)c1ccccc1 (centres undefined)
 : 1	-8%	-0.1	-14%	1	2%	-21%	2	-0.6
Cc1ccc(NC(=O)c2cc3cc(C)ccc3n2C)cc1
 : -1	23%	1.0	39%[activator]	1	0%	2%	x	1.1
Cn1c(=O)c2c(nc(NCCO)n2C)n(C)c1=O
 : -9	-10%	0.3	-3%	10	1%	-11%	3	-0.9
CCOc1cc(C(=O)NCc2ccc3c(c2)CCN3C(=O)CC)cc(OCC)c1OCC
 : -1	4%	-2.0	0%	0	3%	-19%	x	-0.9
CCCCOCCCNCc1cccn1CCN1CCOCC1
 : -1	11%[57.1 µM]	0.2	7%[57.1 µM]	2	3%	-4%	-8	1.0
COc1ccccc1C(=O)Nc1ccc2c(c1)nc(CN1CCN(C(C)=O)CC1)n2C
 : 2	u	0.0	-6%	2	-2%	-8%	-4	11
Nc1nnc(-c2ccccc2)s1
 : 7	14%	0.1	8%	0	4%	-11%	8	-0.1
C=CCN1CCN(C(c2cccc(OC)c2OC)c2nnnn2CCC(C)C)CC1 (centres undefined)
 : 0	11%[57.1 µM]	-4.3	10%[57.1 µM]	-11	5%	-16%	-12	-1.3
Cc1ccc(C(=O)C(C)OC(=O)c2cc3cc([N+](=O)[O-])ccc3oc2=O)cc1 (centres undefined)
 : -6	17%	0.1	4%	-5	6%	-11%	-19	1.4
Cc1ccn2cc(C(=O)NCc3ccco3)nc2c1
 : 3	-4%[57.1 µM]	1.3	16%[57.1 µM]	8	-3%	-9%	0	0.0
COc1ccc(-n2c(SCC(N)=O)nnc2-c2ccc(NS(=O)(=O)c3ccc(C)cc3)cc2)cc1
 : 5	19%	0.8	0%	8	-13%	-10%	-3	-0.3
CC(Cc1cnccn1)NC(=O)c1cc(COc2ccc(F)cc2F)on1 (centres undefined)
 : 3	17%[57.1 µM]	-0.1	8%[57.1 µM]	-1	5%	-7%	7	-0.5
COc1cc(/C=N/N=C(\N)c2nonc2N)cc(OC)c1OC
 : -2	16%[57.1 µM]	0.3	2%[57.1 µM]	0	5%	-24%	-19	0.0
Cc1cc(SC2CCOC2=O)nc2ccccc12 (centres undefined)
 : -2	2%	-0.4	0%	-5	4%	-23%	-17	0.8
O=C(c1cccs1)N1CCN(C(=O)C2CCCO2)CC1 (centres undefined)
 : -6	-3%	0.6	-2%	0	0%	-17%	37*	6.7
COc1ccc(NC(=O)c2cc(C3CC3)nc3c2c(C)nn3-c2ccccc2)c(OC)c1
 : -5	5%	0.6	0%	-2	2%	-5%	x	-0.2
Cc1cccc(NC(=O)C2CCCN(C(=O)Nc3ccc(F)cc3)C2)c1C (centres undefined)
 : 2	0%[57.1 µM]	0.2	1%[57.1 µM]	1	-1%	-7%	36*	-0.2
CC(C)(C)c1ccc(N2C(=O)Cc3c2nc(N)c(C#N)c3N)cc1
 : -5	20%	-0.3	7%	-2	3%	-17%	23	0.0
CCCCn1c(CCC(=O)O)nc2cc(S(=O)(=O)N(CC)CC)ccc21
 : 4	9%	0.5	9%	0	1%	-16%	-9	0.7
COc1ccc2cc(C(N)=O)c(=Nc3ccc(C)cc3)oc2c1
 : 2	0%[57.1 µM]	0.3	6%[57.1 µM]	0	6%	-3%	x	x
O=C(Nc1ccc(NC(=O)c2cccs2)cc1)c1cccnc1
 : -1	-10%	0.4	-10%	1	-1%	-15%	7	-3.1
CC(CC(=O)N(C)C1CCCCC1)S(=O)(=O)c1ccc2c(c1)NC(=O)CO2 (centres undefined)
 : 2	10%	0.6	-5%	7	-5%	-13%	6	0.3
COc1ccc(Cc2nnc(NC(=O)c3ccco3)s2)cc1OC
 : -13	16%[57.1 µM]	0.0	-12%	12	2%	-14%	-13	0.5
O=C(CN1CCCCCC1)Nc1cc(C(F)(F)F)ccc1Cl
 : -3	-6%[57.1 µM]	-1.2	-8%[57.1 µM]	-6	3%	-6%	28	3.0
CC1=NN(C(N)=S)C(=O)C1N=Nc1ccccc1O (centres undefined)
 : -3	-8%	-0.7	-4%	-1	-1%	3%	0	2.8
CCC(=Nc1ccc(Cc2ccncc2)cc1)c1c(O)n(C)c(=O)n(C)c1=O
 : 1	12%[57.1 µM]	0.6	9%[57.1 µM]	-2	-1%	1%	-4	0.2
O=C(CSc1nc(C2CC2)nc2ccccc12)N1c2ccccc2Sc2ccc(C(F)(F)F)cc21
 : -2	-8%[57.1 µM]	0.2	-2%[57.1 µM]	1	-1%	-18%	4	0.9
CCn1c(CNC(=O)c2ccc(OC)cc2)nnc1SCC(=O)Nc1cccc(C)c1
 : -1	13%	0.2	9%	2	1%	-11%	x	-0.9
CC1(C)Cc2c(c(N3CCOCC3)nc3sc(C(=O)Nc4cccc(Cl)c4)c(N)c23)CO1
 : 5	3%	-0.1	12%	4	7%	-16%	1	0.7
CCOC(=O)c1ccc(CN(Cc2ccc(C)cc2)S(=O)(=O)c2cccc([N+](=O)[O-])c2)cc1
 : -1	-3%[57.1 µM]	1.5	-1%[57.1 µM]	-5	-1%	-3%	6	1.0
COc1ccc(C#Cc2c(-c3ccsc3)oc3ccc(N4CCOCC4)cc23)cc1
 : x	88%[activator]	x	128%[activator]	0	1%	-10%	x	x
CCc1ccccc1NC(=O)NC1CC2CCC(C1)N2Cc1cccs1 (centres undefined)
 : 7	14%	0.4	-2%	0	-1%	-3%	55*	-0.7
Cc1c(NC(=O)c2ccc3c(c2)OCO3)c(=O)n(-c2ccccc2)n1C
 : -3	35%	0.3	16%	-1	-2%	-2%	-25	0.9
